Arr AP2 block = blocks beta-arrestin peptide binding to AP2 adaptin. AID 504490. inhibition, % at 10 µM. FITC-arrestin peptide / GST-AP2 beads, flow cytometry; AP2 beta2 appendage carries R879A mutation. 340,000 compounds, 0.31% hits;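 active means inhibition above a set limit, near 3 SD of compounds lacking own fluorescence, cut at about 54% in these data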;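 further: plate controls were DMSO wells for no effect and 5 µM unlabelled arrestin peptide for full effect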
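System: GST-AP2 R879A bound to glutathione beads, E. coli-expressed. Also added: 50 nM FITC-arrestin peptide. Schedule: compound with beads 12 min RT, then probe 1 h RT. Signal: bead flow cytometry, FITC channel. Read-out basis: percent response.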
HTR5A ag = counter-screen for OPRM1-OPRD1 agonists: human HTR5A agonism; P47898; HTR5A agonist assay, luminescence, cell-based; activation, % at 9.3 µM; 340,000 compounds, 0.61% hits; in the data active means activation mostly above about 9.5%, no sharp cut-off; inactive means mostly below about 7.6%;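 further: 0% = cells with vehicle only and 100% = reference agonist; strong numbers were not always called active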
Target sequence (P47898 whole entry, looked up): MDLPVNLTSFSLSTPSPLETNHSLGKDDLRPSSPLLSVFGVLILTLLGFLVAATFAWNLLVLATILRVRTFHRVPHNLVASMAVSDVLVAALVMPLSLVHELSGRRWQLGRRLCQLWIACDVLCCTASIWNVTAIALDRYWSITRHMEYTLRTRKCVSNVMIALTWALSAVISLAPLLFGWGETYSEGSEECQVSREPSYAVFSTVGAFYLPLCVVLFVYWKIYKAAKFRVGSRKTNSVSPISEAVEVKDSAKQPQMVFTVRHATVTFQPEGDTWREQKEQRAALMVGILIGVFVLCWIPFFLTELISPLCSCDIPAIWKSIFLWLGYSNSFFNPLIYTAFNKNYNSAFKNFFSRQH
V-ATPase pH = alters yeast V-ATPase proton transport; S. cerevisiae, pHLuorin cytosolic pH fluorescence; response, % at 10 µM; 350,000 compounds, 0.37% hits; AID 504577; in the data active means response mostly above about 7.3%, no sharp cut-off; inactive means mostly below about 5.4%; further: actives read high; inactives centre near 0; some compounds called inactive have numbers as strong as hits; reference of the scale not given here
PKA-R1A activ = activates the PKA-R1A holoenzyme complex; P00514+P68181; PKA-R1A dissociation, Cy5-IP20 fluorescence polarization; scaled: DMSO 0%, 113 µM cGMP 100%; activation, % at 11.4 µM; 340,000 compounds, 0.083% hits;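 active means percent activation above the mean of all tested compounds plus 3 SD, cut at about 19% in these data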;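 further: higher means more PKAc released from R1A so a rise in polarization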
HTR5A inv ag = counter-screen for OPRM1-OPRD1 inverse agonists: human HTR5A inverse agonism. inhibition, % at 9.3 µM. P47898. AID 504634. 340,000 compounds, 0.083% hits. HTR5A cell line, luminescence; in the data active means inhibition mostly above about 23%, no sharp cut-off; inactive means mostly below about 18%;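 further: 0% = cells with DMSO and 100% = no-cell wells with DMSO; some compounds called inactive have numbers as strong as hits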
MOR-DOR ag = agonists of human mu-delta opioid receptor heterodimerization; cells, OPRM1-OPRD1 heterodimerization, luminescence; 340,000 compounds, 0.3% hits; activation, % at 9.3 µM; P35372+P41143; in the data active means activation above about 18%;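 further: 0% = vehicle-treated cells and 100% = reference agonist; values of inactives mirror those of a sister screen read the other way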
DAGLB inh = diacylglycerol lipase beta (human) inhibition. Q8NCG7. HEK293T DAGLB membrane lysate, EnzChek fluorogenic substrate. inhibition, % at 5.17 µM. 340,000 compounds, 0.059% hits. AID 504411; in the data active means inhibition above about 34%;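 further: 0% = enzyme with vehicle and 100% = wells lacking enzyme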
OPRM1-OPRD1 inv = inverse agonist of human OPRM1-OPRD1 heterodimerization; inhibition, % at 9.3 µM; 340,000 compounds, 0.21% hits; AID 504357; P35372+P41143; cell-based MOR-DOR heterodimer luminescence, inverse agonism; in the data active means inhibition above about 22%, passing the limit was not always enough;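 further: 0% = cells with DMSO and 100% = wells without cells with DMSO; values of inactives mirror those of a sister screen read the other way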
PKA-R2B act = activators of human PKA-R2B complex | P22694+P31323 | PKA-R2B holoenzyme dissociation, Cy5-IP20 fluorescence polarization; R2B truncated from residue 108, S112A mutant; 0% DMSO only, 100% 113 µM cGMP | activation, % at 11.4 µM | 340,000 compounds, 0.079% hits;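 active means activation above a cutoff set at the mean over all compounds plus 3 SD, cut at about 18% in these data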;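 further: higher means more holoenzyme dissociation and a rise in polarization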
Target sequence (P31323 whole entry, looked up, other chains not shown, the tested form may be a part): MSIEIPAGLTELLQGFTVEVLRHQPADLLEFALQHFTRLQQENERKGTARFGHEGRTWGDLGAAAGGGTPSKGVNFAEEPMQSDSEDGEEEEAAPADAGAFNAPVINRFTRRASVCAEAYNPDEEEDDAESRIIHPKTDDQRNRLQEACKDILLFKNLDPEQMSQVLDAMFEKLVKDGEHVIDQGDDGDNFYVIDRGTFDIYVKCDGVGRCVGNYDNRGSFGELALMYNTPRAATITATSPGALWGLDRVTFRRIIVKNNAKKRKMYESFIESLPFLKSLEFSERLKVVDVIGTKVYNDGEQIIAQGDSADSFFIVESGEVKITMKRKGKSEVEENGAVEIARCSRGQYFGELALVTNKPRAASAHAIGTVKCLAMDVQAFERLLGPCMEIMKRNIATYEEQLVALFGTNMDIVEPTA
DSG3 Ab inh = human desmoglein-3 autoantibody binding inhibition; AID 588358; P32926; 310,000 compounds, 0.48% hits; DSG3-coupled beads, scFv-anti-DSG3-GFP binding, flow cytometry; active compounds read low; binding (percent of control), % at 10 µM;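 active means binding more than 3 SD below its plate's average and above zero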;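 further: hits lower antibody fragment binding to DSG3; some compounds called inactive have numbers as strong as hits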
The depositor's hits bear a star; x = no result given. No enrichment for hits. Share with any hit: about 2.4%.

SMILES	Arr AP2 block	HTR5A ag	V-ATPase pH	PKA-R1A activ	HTR5A inv ag	MOR-DOR ag	DAGLB inh	OPRM1-OPRD1 inv	PKA-R2B act	DSG3 Ab inh
Cc1c2ccccc2nc2c(F)c(N(C)C)c(F)c(F)c12	8	0	5	-1	1	4.9	-3	-26	-3	123
COc1ccc(CC(=O)OCc2nnc(-c3ccccc3)o2)cc1	1	-7	-2	5	-9	-3.0	-3	16	-2	106
O=C(N/N=C/c1cccc2ccccc12)c1cccs1	15	2	-3	-3	-8	2.5	-1	-13	-1	97
COc1ccc(C(=O)NC(C)c2nnc(SCC(=O)NC3CCCC3)n2C)cc1 (stereo not drawn)	26	7	-1	-6	-18	-2.9	0	15	-4	109
O=C(Nc1nnc(-c2ccc(Br)cc2)o1)C1=COCCO1	-5	-3	6	4	9	-3.1	1	16	4	94
CCN1c2ccccc2-c2nc3ccccc3n2C1c1ccncc1 (stereo not drawn)	5	-1	-2	-2	4	-3.6	1	21	-15	109
C[C@@H](OC(=O)N(C)Cc1ccccc1)[C@H]1O[C@]2(C)CCCC[C@H]1O2	-1	2	4	3	-1	-2.8	-5	16	1	92
CCn1c(Sc2nc(C)nc3scc(-c4cccs4)c23)n[nH]c1=O	11	2	-3	-1	4	-1.0	-2	6	-10	100
O=C(CNC(=O)c1ccccc1F)Nc1ccc2c(c1)OCO2	20	-4	0	12	10	1.8	0	-7	0	84
COc1cc(S(=O)(=O)N(Cc2cccs2)C2CC2)ccc1-n1cnnn1	18	0	6	1	10	-2.2	-3	13	8	123
CCn1c(SCC(=O)c2ccccc2)nc2sc3c(c2c1=O)CCN(C)C3	-8	4	-2	-15	-11	-3.8	6	19	3	98
CCOC(=O)c1c(NC(=O)c2ccc(S(=O)(=O)N3CCOCC3)cc2)sc2c1CCN(C)C2	8	0	5	-3	14	-3.0	-3	17	0	113
CCCC[C@H]1COCCS(=O)(=O)N1Cc1ccc(Br)cc1	-1	0	5	-9	1	2.3	-3	-13	-7	103
CC(=O)N1CCN(CC(=O)Nc2ccc([N+](=O)[O-])cc2Br)CC1	8	4	3	10	-11	0.9	-2	-4	5	110
CC(=O)c1ccc(NC(=O)CCNS(=O)(=O)c2ccccc2F)cc1	-3	6	0	4	-7	-1.1	0	8	-11	111
Nc1ccc(SC(F)(F)F)cc1	8	0	10	13	0	1.4	2	-7	4	109
CCOC(=O)NNc1ccccc1	-7	0	-3	-12	-5	-1.0	-3	5	-2	103
COCCN1CCN(C(=O)C2CCC(=O)N(Cc3cccc(C(F)(F)F)c3)C2)CC1 (stereo not drawn)	-10	1	5	-3	0	-3.3	0	18	1	100
COC(=O)Cc1cc(OC)c(OC)cc1Cc1cc(OC)c(OC)cc1CC(=O)OC	2	5	-7	3	-39	-0.4	-2	2	-1	119
OCc1cn(-c2ccc(Cl)cc2)nn1	22	0	-1	6	1	0.0	-1	0	3	116
C(=C\c1nc(-c2ccccc2)no1)/c1ccccc1	8	3	-2	5	18	1.7	-8	-9	2	88
N#Cc1cnn(-c2ccc([N+](=O)[O-])cc2[N+](=O)[O-])c1N	x	x	-1	-8	x	x	-3	x	-1	102
COC(=O)c1c(-c2cccnc2)csc1NC(=O)c1cc(C)on1	10	7	4	6	-9	2.6	-11	-14	-6	109
COc1ccccc1NC(=O)CSc1nc(N)c(-c2ccccc2)c(=O)[nH]1	14	0	-1	-14	-1	-1.0	3	5	2	101
O=C(NC1C2CC3CC(C2)CC1C3)c1ccc(Br)o1 (stereo not drawn)	-11	1	-3	-1	-2	0.8	-1	-6	0	99
CCSc1nnc(-c2cccc(S(=O)(=O)N(CC)CC)c2)n1Cc1ccccc1	34	8	0	-11	-14	-0.8	1	4	-7	x
COc1cc(CN2CCc3ccccc3C2)ccc1O	-3	0	-4	-12	-4	-1.0	-3	5	5	101
CCCc1nnc(SCC(=O)Nc2cccc(C(F)(F)F)c2)o1	-18	1	-1	-6	-2	0.2	0	-1	-5	x
O=C(O)c1ccc(S(=O)(=O)N2CCc3ccccc3C2)cc1	-4	1	-3	9	-2	-1.2	1	6	4	118
FC(F)(F)c1cccc(N2CCC(N=CN3CCCCCC3)=N2)c1	4	-4	-1	-5	10	5.4	0	-31	-5	95
CCN1CCCC1CNC(=O)c1ccc(Sc2ccc(F)cc2)c([N+](=O)[O-])c1 (stereo not drawn)	16	-3	-1	-8	7	0.9	-1	-4	5	x
O=C(CC(Nc1cccc(Cl)c1Cl)C(=O)O)c1ccccc1 (stereo not drawn)	-7	0	0	7	0	-1.6	2	8	0	102
O=C(Nc1ccccc1Cl)c1cc(S(=O)(=O)N2CCOCC2)cs1	-1	-2	0	-5	-3	-1.6	1	8	-1	94
CCN(CC)CCC(=O)N1c2ccccc2Sc2ccc(Cl)cc21	14	2	-1	-2	-30	0.3	1	-2	-7	121
Cc1ccc(C(=O)O)cc1NC(=O)Nc1ccc2c(c1)OCO2	-22	-1	5	-3	3	0.3	2	-2	5	107
COc1ccc(C(=O)NCCc2ccccc2)cc1[N+](=O)[O-]	-15	-3	-1	-17	13	-0.8	-1	4	-3	98
Cc1cc(Nc2ccccc2)nc(NCc2ccccc2)n1	x	3	1	-3	-12	0.8	1	-4	-15	104
COc1ccc(-n2nc(C(=O)NCC(=O)NCCCN3CCOCC3)c3ccccc3c2=O)cc1Cl	8	4	3	10	-10	-0.1	2	1	-4	111
CN(Cc1ccccc1)Cc1nc2c([nH]1)c(=O)n(C)c(=O)n2C	17	2	5	-7	0	3.0	1	-16	-8	x
C/C(=C\c1ccccc1)CN1CCN(C)CC1	11	1	-1	-8	-3	-2.2	0	10	3	96
C[C@@H]1CN([C@H](C)CO)C(=O)CCCn2nncc2CO[C@@H]1CN(C)C(=O)Nc1ccnc(N2CCOCC2)c1	x	x	2	-6	x	x	-2	x	2	95
COc1ccc(-c2noc(CCC(=O)N3CCN(c4ccccc4C)CC3)n2)cc1	8	-2	0	-5	8	0.3	-4	-1	-7	92
O=C(COc1ccccc1)Nc1ccc(CSc2ccccc2)cc1	1	12*	0	-3	1	9.6	0	-56	1	102
CC(=O)N1c2ccc(S(=O)(=O)N(C)c3cc(C)ccc3C)cc2CC1C (stereo not drawn)	-9	2	5	-1	-7	-1.9	-3	9	4	116
O=C(NCCOc1ccccc1Cl)c1ncn[nH]1	8	-6	4	-3	0	-3.7	2	18	-4	82
c1ccc(NCc2nnc3n2CCCCC3)cc1	17	-1	0	-7	-4	-2.3	0	13	4	106
CC(C)c1nnc(NC(=O)CCS(=O)(=O)Cc2ccccc2)s1	1	-2	-1	-4	6	1.3	-1	-10	-18	x
CCn1ncc(Br)c1C(=O)Nc1ccc(C(=O)OC(C)C)cc1	-4	3	1	-1	-12	2.7	-3	-17	-8	97
COc1ccc(NC(=O)CSCC(=O)Nc2nnc(C3CC3)s2)cc1	24	3	-3	-6	-7	1.7	0	-11	-2	101
CC(=O)Nc1cc[n+](C(C)C(=O)c2ccccc2)cc1 (stereo not drawn)	26	-3	-1	8	10	-2.6	-3	12	2	103

Results in MOR-DOR ag, for some of the entries so far:
Compound,MOR-DOR ag
COc1ccc(-n2nc(C(=O)NCC(=O)NCCCN3CCOCC3)c3ccccc3c2=O)cc1Cl,-0.1
CN(Cc1ccccc1)Cc1nc2c([nH]1)c(=O)n(C)c(=O)n2C,3.0

(more compounds)
SMILES	Arr AP2 block	HTR5A ag	V-ATPase pH	PKA-R1A activ	HTR5A inv ag	MOR-DOR ag	DAGLB inh	OPRM1-OPRD1 inv	PKA-R2B act	DSG3 Ab inh
CC(C)Cc1cc(CN2CCC(CO)(Cc3cccc(C(F)(F)F)c3)CC2)[nH]n1	-12	0	0	-13	-40	0.7	0	-4	-5	102
Cc1c(NC(=S)NC(=O)C(c2ccccc2)c2ccccc2)cccc1C(=O)O	34	1	0	-1	-4	-4.9	2	25	-13	x
O=[N+]([O-])c1ccc(N2CCN(Cc3ccccc3)CC2)c(S(=O)(=O)N2CCOCC2)c1	-5	-7	2	-7	18	-0.7	-2	3	-13	100
N#Cc1ccccc1S(=O)(=O)N1CCC(C(=O)Nc2cccc(C(=O)NC3CC3)c2)CC1	6	3	2	-4	-14	-3.9	-1	19	-13	105
O=C(c1ccccc1)N1CCN(S(=O)(=O)c2ccccc2)CC1	3	4	-4	-11	-11	-2.4	-5	12	8	98
CC(=O)C1=C(O)C(=O)N(CCCCCC(=O)O)C1c1ccc(N(C)C)cc1 (stereo not drawn)	5	-5	1	3	13	-3.5	0	15	0	x
COc1ccc(COc2cc(-c3cccc(OC)c3)nc3ccc(NC(=O)c4ccc(N(C)C)cc4)cc23)cc1	15	-1	7	-1	0	1.0	2	-6	-4	96
CCn1c(C(O)c2ccccc2)nc2ccccc21 (stereo not drawn)	1	-1	5	-4	0	-1.4	1	8	-2	96
CCOC(=O)Cc1c[nH]c(=S)[nH]c1=O	23	0	3	-8	-1	-2.8	-2	14	2	92
CCOc1ccccc1NC(=O)C1CCCCN1S(=O)(=O)c1ccccc1 (stereo not drawn)	1	-1	-1	-3	3	3.3	-5	-14	2	118
O=C(COc1ccccc1[N+](=O)[O-])Nc1ccc2c(c1)CCC2	1	2	-4	-6	-7	2.9	-12	-11	2	101
CC(=O)Nc1cccc(OCCCNS(=O)(=O)c2ccc(F)cc2)c1	5	9	-3	-15	-32	-2.9	-3	14	-2	x
CCc1ccccc1OCCCN1CCCC1	9	2	-2	0	-6	0.1	1	-1	-1	100
Cc1ccc(NC(=O)CN2C(=O)N/C(=C/c3cc(C)n(-c4cccc(C(=O)O)c4)c3C)C2=O)cc1	2	1	1	-13	-3	0.1	8	0	-19	96
O=C(CC(=O)Nc1ccc(Cl)cc1)N/N=C\c1cccc(F)c1	10	1	-2	0	9	-1.5	0	9	-3	x
C=CCn1c(=O)c2c(C)c(C)sc2n2c(Nc3ccccc3)nnc12	-5	-2	-2	3	2	-1.4	1	7	-2	x
O=c1cc(/N=C/c2coc3cc(Br)ccc3c2=O)[nH]c(=S)[nH]1	3	3	1	-6	-8	-2.7	3	14	4	98
COc1ccc(C(=O)O)cc1F	1	-2	2	-7	28	-1.2	1	6	-6	99
Cc1cc(=O)[nH]c2nnc(-c3ccc(Cl)cc3)n12	-4	1	0	-7	-4	-3.9	-2	18	-6	98
Cc1noc(C)c1-c1nc(CS(=O)(=O)c2ccccc2)no1	26	-1	0	-6	3	-1.3	-3	7	0	104
Cc1ccc(-c2nnc(N3CCCCC3)c3ccccc23)cc1S(=O)(=O)NCC1CCCO1 (stereo not drawn)	-2	4	-4	-11	7	1.1	-4	-6	-4	107
O=C(Nc1ccc2oc(=O)ccc2c1)c1cc2ccccc2o1	0	7	-4	0	-21	1.2	-2	-7	-9	95

High-throughput results from PubChem BioAssay.
